Pf growth 48h = P. falciparum growth inhibition at 48 hours (one generation) | Potency, µM (highest dose often 28.7 µM), for the others: at the top dose activity change, negative = inhibition, most hits filed as inhibitors | P. falciparum luciferase growth in erythrocytes, 48 h | 310,000 compounds, 5.9% hits; also: potency is read from the fitted curve at half-maximal effect; % is scaled to controls: 0 for no effect and ±100 for the full control effect
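Luciferase-expressing parasites in RBCs, 2% Hct / 0.1% parasitemia final; RPMI 1640 + 0.5% Albumax; 37 C, 5% CO2, one generation; luminescence read-out, lower signal = inhibition.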
Pf growth 96h = P. falciparum growth inhibition at 96 hours; P. falciparum luciferase reporter growth, 96 h; Potency, µM (doses to about 28.7 µM), for inactives: at the highest dose activity change, negative = inhibition, actives largely listed as inhibitors; 320,000 compounds, 6.9% hits; AID 504834; also: potency is read from the fitted curve at half-maximal effect; % is scaled to controls: 0 for no effect and ±100 for the full control effect
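96 h incubation, 37 C, 5% CO2, of luciferase-reporter P. falciparum-infected RBCs (2% hematocrit, 0.05% parasitemia final) with test compounds; endpoint luminescence.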
CHX counter = affects cycloheximide protein synthesis inhibition readout, counter-screen. cell reporter, cycloheximide protein synthesis inhibition counterscreen. max response, %. 300,000 compounds, 12% hits. AID 2314; in the data active = max response mostly above about 13%, no sharp cut-off; inactive = mostly below about 14%; also: read at 38.3 µM for the half of the compounds with a filed dose; 0% is about no effect
Shiga inhibitor = inhibitors of Shiga toxin in Vero cells; Vero cells, Shiga toxin protein synthesis inhibition reporter; inhibition, % at 38.7 µM; 290,000 compounds, 9.2% hits; in the data active = inhibition mostly above about 28%, no sharp cut-off; inactive = mostly below about 43%; also: 0% is about no effect
Sm TGR inh = S. mansoni TGR enzyme inhibition | 360,000 compounds, 3% hits | purified TGR, DTNB reduction, TNB absorbance 405 nm | Potency, µM (top dose mostly 114 µM), for the others: top-dose activity change, negative = inhibition, hits mostly inhibitors; also: potency is read from the fitted curve at half-maximal effect; % is scaled to controls: 0 for no effect and ±100 for the full control effect; nearly all actives have a fitted effect of over 60% in size
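TGR 20 nM + NADPH 100 uM (dispensed conc.), cpd preinc 15 min RT; start with NADPH (500 uM addition) then DTNB (15 mM addition). Kinetic TNB absorbance, 405 nm filter. Four-parameter Hill fit across titration.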
FBPA Giardia inh = blocks Giardia fructose-bisphosphate aldolase activity; A8B2U2; purified Giardia FBPA; Potency, µM (top dose mostly 59.6 µM), for the others: at the top dose activity, negative = inhibition, usual class: inhibitors; 290,000 compounds, 0.71% hits; also: potency is read from the fitted curve at half-maximal effect; % is scaled to controls: 0 for no effect and ±100 for the full control effect; nearly all actives have a fitted effect of over 55% in size
Target sequence (A8B2U2 whole entry, looked up): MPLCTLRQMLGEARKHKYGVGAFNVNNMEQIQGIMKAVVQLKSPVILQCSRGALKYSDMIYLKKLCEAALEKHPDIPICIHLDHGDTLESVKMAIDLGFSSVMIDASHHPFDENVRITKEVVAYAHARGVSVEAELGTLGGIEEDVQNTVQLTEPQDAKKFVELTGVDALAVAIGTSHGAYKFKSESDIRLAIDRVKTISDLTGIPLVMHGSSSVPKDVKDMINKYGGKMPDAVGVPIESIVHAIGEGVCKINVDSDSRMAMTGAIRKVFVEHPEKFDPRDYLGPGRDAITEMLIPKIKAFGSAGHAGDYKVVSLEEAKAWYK
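40 nM FBPA preincubated 10 min at RT with compound (up to 57.5 uM final), then substrate plus GAPDH/TPI/NAD/arsenate coupling and diaphorase/resazurin added. Fluorescence read after 20 min at RT, 525/598 nm.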
* = called active by the depositor; ? = inconclusive; nt = no result given; & = joins results of further samples; [ ] = dose if it differs, or a comment. Unless noted, calls follow the shape of the dose curve; as a rule, active = well fitted curve in the direction sought with a large enough effect; inconclusive = small, poorly fitted or top-dose-only effect, or another doubt; inactive = no such curve, though single readings can be large; an effect the other way counts as inactive or inconclusive.

SMILES	Pf growth 48h	Pf growth 96h	CHX counter	Shiga inhibitor	Sm TGR inh	FBPA Giardia inh
CCC(C)C(=O)N1c2ccccc2C(=C2SC(C(=O)OC)=C(C(=O)OC)S2)C(=S)C1(C)C (configuration not stated)	9.3µM*	?	9	21	1%	-14%
Cc1sc2nc(COC(=O)C(NC(=O)c3ccc(Cl)cc3Cl)C(C)C)[nH]c(=O)c2c1C (configuration not stated)	2%	0%	-4	-3	?	-1%
O=C(c1ccc(Cl)cc1)N1CCN(S(=O)(=O)/C=C/c2ccccc2)CC1	?	?	nt	nt	-8%	nt
CCn1cc(C(=O)O)c(=O)c2cc(F)c(N3CCN(C(=S)Nc4ccc(OC)cc4)CC3)cc21	?	?	-2	4	9%	-14%
COC(=O)CC1c2ccccc2S(=O)(=O)N1Cc1ccccc1 (configuration not stated)	13%	-19%	9&-6	17&-7	32µM*	-1%&-10%
CN(CC(=O)NC1(C)CCS(=O)(=O)C1)S(=O)(=O)c1ccc(Cl)cc1 (configuration not stated)	?	8%	nt	nt	1%	nt
Cc1c(NC(=O)C(C)OC(=O)c2ccc(Cl)nc2)c(=O)n(-c2ccccc2)n1C (configuration not stated)	12%	-29%	-5	-13	-11%	7%
Cc1c(C)n(CC(O)CNc2ccccc2)c2ccccc12 (configuration not stated)	?	?	-3	-28	1%[57.1 µM]	?
CCCCn1ccc(=O)c2c(C(F)(F)F)nccc21	-4%	-22%	-2	-6	21%	-6%
COC(=O)c1cc(OC)c(OC)c(OC)c1N	6%	?	-3	-22	10%	-1%
COc1ccc(CCNC(=O)Cn2c(=O)n(-c3ccc(C)c(F)c3)c(=O)c3sccc32)cc1OC	-2%	37%[activator]	9	6	-2%	4%
O=C(NCCN1CCCCC1)c1ccc(/C=N/O)nc1	-4%	?	1	nt	-20%	17%

For reference, part of the list above:
SMILES	Pf growth 48h	Pf growth 96h	CHX counter	Shiga inhibitor	Sm TGR inh	FBPA Giardia inh
COC(=O)c1cc(OC)c(OC)c(OC)c1N	6%	?	-3	-22	10%	-1%
COc1ccc(CCNC(=O)Cn2c(=O)n(-c3ccc(C)c(F)c3)c(=O)c3sccc32)cc1OC	-2%	37%[activator]	9	6	-2%	4%
O=C(NCCN1CCCCC1)c1ccc(/C=N/O)nc1	-4%	?	1	nt	-20%	17%

(list continues)
SMILES	Pf growth 48h	Pf growth 96h	CHX counter	Shiga inhibitor	Sm TGR inh	FBPA Giardia inh
C=CCN(C(C(=O)OC)C(C)C)S(=O)(=O)C=C (configuration not stated)	nt	nt	-3	-2	nt	0%
CN(C)c1ccc(NC(=O)c2cnsn2)cc1	14%	?	6	9	11%	-1%
CC(C)Nc1nc(Oc2ccc(=O)n(-c3ccccc3)n2)nc(N(C)C)n1	0%	-4%	-2	7	15%	1%
CCCCCCc1nnc(N)s1	nt	41%[activator]	-2	-3	0%	2%
COc1ccc(Nc2nc(Cl)nc(Nc3ccc(OC)cc3OC)n2)c(OC)c1	-8%	18%	-4	-2	?	-3%
Cn1c(Oc2ccc(Cl)cc2)c(C=O)c2ccccc21	?	9.3µM*	-2	-30	11%	-1%
COC(=O)Cc1nc2ccccc2[nH]1	?	2%	10	35	2%	4%
Cn1c(CN2CCCCC2)nc2cc(NC(=O)c3ccccc3)ccc21	?	nt	36*	51*	-5%	-2%
CC1(c2ccc3ccccc3c2)NC(=O)N(CC(N)=O)C1=O (configuration not stated)	nt	22%	-2	18	6%	1%
CC1CCCCN1CCCNC(=O)c1nn(C)c2c1CSc1ccccc1-2 (configuration not stated)	-8%	39%[activator]	-3	-10	-1%	11%
COC(=O)C(C)Oc1ccc(-c2nccc(-c3cccs3)n2)cc1 (configuration not stated)	2%	7%	27*	51*	7%	-7%
Cn1c(SCC(=O)N2CCc3ccccc32)nnc1-c1ccc(S(=O)(=O)N2CCCC2)cc1	6%	-8%	9	26	-1%	0%

In a second layout: entries from further up
Order of values – Pf growth 48h | Pf growth 96h | CHX counter | Shiga inhibitor | Sm TGR inh | FBPA Giardia inh
O=C(c1ccc(Cl)cc1)N1CCN(S(=O)(=O)/C=C/c2ccccc2)CC1
    ? | ? | nt | nt | -8% | nt
CCn1cc(C(=O)O)c(=O)c2cc(F)c(N3CCN(C(=S)Nc4ccc(OC)cc4)CC3)cc21
    ? | ? | -2 | 4 | 9% | -14%
COC(=O)CC1c2ccccc2S(=O)(=O)N1Cc1ccccc1 (configuration not stated)
    13% | -19% | 9&-6 | 17&-7 | 32µM* | -1%&-10%
CN(CC(=O)NC1(C)CCS(=O)(=O)C1)S(=O)(=O)c1ccc(Cl)cc1 (configuration not stated)
    ? | 8% | nt | nt | 1% | nt
Cc1c(NC(=O)C(C)OC(=O)c2ccc(Cl)nc2)c(=O)n(-c2ccccc2)n1C (configuration not stated)
    12% | -29% | -5 | -13 | -11% | 7%

Carrying on:
SMILES	Pf growth 48h	Pf growth 96h	CHX counter	Shiga inhibitor	Sm TGR inh	FBPA Giardia inh
O=C(COC(=O)CSc1ccc2ccccc2c1Br)NC1CC1	?	14%	-2	-20	0%	-4%
COc1ccc(NC(=O)C2CC2)cc1OC1CCCC1	?	-21%	1	-9	24%	1%
Cc1c(OCC(=O)Nc2cccnc2)ccc2c3c(c(=O)oc12)CCC3	-23%	?	20*	23	-1%	nt
COc1ccc(C(=O)NCC(=O)OCc2ccc(Br)cc2)cc1	-2%	?	-1	-7	-15%	7%
O=C(Cc1ccccc1F)Nc1nc(-c2ccc(F)c(F)c2)cs1	15%	-4%	19*	62*	0%	3%
Cc1ccc(CN2CCN(C(=O)CCC(=O)Nc3nnc(C(C)C)s3)CC2)c(C)c1	-3%	35%[activator]	-7	-4	-24%	1%
CCCn1c2ccccc2c2cnn(CC(=O)O)c(=O)c21	14%	4%	-4	-4	3%	-3%
Cc1ccc(SCCNC(=O)CN2C(=O)c3ccccc3S2(=O)=O)cc1	4%	?	-2	9	-33%	3%
S=C(NCc1cccnc1)Nc1cc(Cl)cc(Cl)c1	2.9µM*	?	7	-5	28µM*	2%
CCC(C)(C)NC(=O)c1ccc(Sc2nncn2C)c([N+](=O)[O-])c1	-12%	-8%	-3	-11	-14%	1%
CO/N=C\Cc1oc(=O)c(NC(=O)c2ccccc2)cc1C(=O)OC	nt	-15%	-1	-3	-29%	-25%
Cc1c(C(=O)N2CCCC(C)C2)sc2ncnc(N3CCCCC3C)c12 (configuration not stated)	?	?	8	-7	-1%	15%
O=c1c2ccccc2nc(Cc2ccccc2)n1-c1ccccc1O	0%	?	5	-16	-1%	0%
COc1cc(C2CC(=O)Nc3ccccc3S2)cc(OC)c1OC (configuration not stated)	?	0%	-3	-20	6%	5%
Cc1ccnc2nc(C(=O)NC3CCCc4ccccc43)nn12 (configuration not stated)	4%	-24%	4	2	2%	7%
Cc1ccc(N(C(=O)c2csnn2)C(C(=O)NCc2ccccc2)c2cccnc2)cc1 (configuration not stated)	?	20%	4	-7	20%	6%
COc1ccc(Nc2nc(C)cc(C)c2C(N)=O)cc1	nt	26%	-5	-2	-1%	-4%
COc1ccc([N+](=O)[O-])cc1NCc1cccc([N+](=O)[O-])c1	0%	26%	12	-3	-27%	2%
Cc1ccccc1N1CCN(CC(=O)Nc2ccccc2C(=O)NC2CC2)CC1	?	?	nt	nt	-16%	nt
O=C(c1ccco1)N1CCN(Cc2nnnn2CCc2ccccc2)CC1	-24%	69%[activator]	-1	22	3%	22%
COc1cc(SC)ccc1C(=O)Nc1ccc2c(c1)CCC2	49%[activator]	-49%	31*	96*	13%	-2%
Cc1ccccc1CC(=O)N1CCN(S(=O)(=O)c2cccs2)CC1	19%	?	5	7	10%	nt
Brc1ccc(-c2nnc3ccc(Nc4ccccc4)nn23)cc1	15%	?	0	21	3%	6%
COc1ccc(C(=O)Cn2c(=O)c(CCC(=O)O)nn3c4ccccc4nc23)cc1OC	-11%	-35%	-3	-6	0%	nt
Cc1sc(NC(=O)CCl)c(C(=O)c2ccccc2)c1C	13µM*	92%[activator]	12*	-7	7.9µM*	9%
CC1=C(C(=O)OC(C)C)C(c2ccccc2Cl)CC(=O)N1 (configuration not stated)	?	1%	-2	-13	-1%	3%
Cn1c(=O)c2c(nc(N3CCOCC3)n2CC(=O)c2ccccc2)n(C)c1=O	35%[activator]	17%[5.75 µM]	8	-3	-2%	8%
O=C(COc1cccc(NC(=O)c2ccccc2)c1)c1ccc(F)cc1	9%	-10%	-3	3	4%	-2%
O=S(=O)(c1cccc(Cl)c1Cl)N1CCCCC1	-7%	-3%	-1	-11	1%	0%
CC(=O)N1c2ccccc2S(=O)(=O)c2ccccc21	12%	99%[activator]	nt	nt	-4%	nt
CCOc1ccc(OCCCC(=O)ON=C(N)c2ccccc2C)cc1	-20%	-22%	nt	nt	-4%	nt
CCOC(=O)N1CCN(Cc2nnc(-c3ccccc3C)o2)CC1	19%	0.74µM*	12	5	7%	-6%
O=C(O)CSCC(=O)N(c1ccccc1)c1ccccc1	14%	?	-1	-4	-14%	6%
COc1ccc(Nc2cc(C)nc3ncnn23)cc1Cl	?	?	0	-7	3%	-8%
C=CCOc1ccc(CN(C)CC(=O)N(CC(C)C)c2c(N)n(CC(C)C)c(=O)[nH]c2=O)cc1	-15%	nt	-2	2	7%	0%
O=C(O)c1cccc(S(=O)(=O)N(Cc2ccccc2)c2ccc(Cl)cc2)c1	6%	7%	-5	-2	-3%	3%
O=C(Nc1nccs1)C1CCCN1S(=O)(=O)c1ccc(F)cc1 (configuration not stated)	-1%	11%	3	-9	7%	-8%
CC(C)(C)NC(=O)/C=C/c1ccc(C(F)(F)F)cc1	62%[activator]	61%[activator]	76*	96*	8%	-5%

Compound activity deposited in PubChem BioAssay by National Center for Advancing Translational Sciences (NCATS).
